# Chronic BCR inh: inhibitors of chronic active B-cell receptor signaling; ABC-DLBCL IkBa-CBG/CBR reporter, luminescence ratio, 4 h; hit rate 0.05% among 340,000; Potency, µM (top dose mostly 46.1 µM), for the others: top-dose ratio change, negative = lower green/red ratio, most hits filed as inhibitors; AID 493014; active = well fitted inhibition curve with a large enough effect in the signal ratio, with a control signal flat, not every such curve was filed as active; inconclusive = small, poorly fitted or top-dose-only effect, or effect the other way, or a change in a side signal; the % refers to the signal ratio;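 note: potency is the fitted concentration of half-maximal effect; plate controls were basal doxycycline-induced cells for no effect and cells given 10 µM MG132 for full effect; MG132 reads +100%, hits lower the ratio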
#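 TMD8 human ABC-DLBCL cells with doxycycline-inducible IκBα–green luciferase fusion and unfused red luciferase, in 0.5% FBS medium; compounds up to 46 uM, 4 h at 37C. Green/red luminescence ratio, filter-overlap corrected, fitted to concentration-response curves.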
# Mito fusion act: mitochondrial division inhibition or fusion activation. AID 485298. S. cerevisiae fusion-defective mutant growth rescue, CellTiterGlo 48 h. hit rate 0.23% among 320,000. Potency, µM (doses to about 46.1 µM), without a hit: top-dose growth rescue (activation), actives largely listed as activators;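 note: potency is the fitted concentration of half-maximal effect; % of control where 0% means no effect; nearly all actives have a fitted effect of over 45% in size; temperature-sensitive fusion mutants such as fzo1-1 at 37 °C on non-fermentable ethanol glycerol medium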
#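 Temperature-sensitive fusion-defective S. cerevisiae (e.g. fzo1-1, mgm1-5) were grown with compound in YPEG medium (3% ethanol, 3% glycerol) for 48 hours at 37C. Growth rescue was measured as viability by CellTiterGlo luminescence after 10 minutes at ambient.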
# PKM2 act: PKM2 (human) enzyme activation; P14618; purified PKM2, Kinase-Glo ATP luminescence, activation; response scale: 0% is enzyme alone, no compound; Potency, µM (highest dose often 57.5 µM), without a hit: top-dose activation, hits mostly activators; hit rate 0.34% among 260,000; note: potency is the fitted concentration of half-maximal effect; % is set by controls: 0 for no effect and ±100 for the full control effect; nearly all actives have a fitted effect of over 55% in size
# Target sequence (P14618 whole entry, looked up): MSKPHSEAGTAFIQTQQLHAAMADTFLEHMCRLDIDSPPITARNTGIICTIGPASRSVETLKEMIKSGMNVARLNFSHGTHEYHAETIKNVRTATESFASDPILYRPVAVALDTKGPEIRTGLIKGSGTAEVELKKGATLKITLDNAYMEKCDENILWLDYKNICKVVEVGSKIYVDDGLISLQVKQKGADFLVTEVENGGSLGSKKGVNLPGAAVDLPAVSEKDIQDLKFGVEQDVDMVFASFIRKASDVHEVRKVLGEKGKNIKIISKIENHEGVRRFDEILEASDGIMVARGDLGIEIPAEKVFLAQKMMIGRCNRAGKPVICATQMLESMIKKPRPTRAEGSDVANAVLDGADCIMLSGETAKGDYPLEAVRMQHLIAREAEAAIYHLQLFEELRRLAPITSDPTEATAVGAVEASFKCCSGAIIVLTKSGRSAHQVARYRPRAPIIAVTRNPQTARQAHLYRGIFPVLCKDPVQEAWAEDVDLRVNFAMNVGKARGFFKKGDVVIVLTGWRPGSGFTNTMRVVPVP
#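 hPK-M2, >95% pure; 0.1 mM ADP / 0.5 mM PEP final; imidazole pH7.2 buffer w/ 7 mM MgCl2, 50 mM KCl; 1 h RT; Kinase-Glo lum. Intermediate enzyme activity for dual inhibitor/activator qHTS.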
# MBNL1-CUG inh: blocks human MBNL1 binding to CUG repeat RNA. Potency, µM (titrated, usually from 57.5 µM), for the others: top-dose activity change, negative = inhibition, most hits filed as inhibitors. Q9NR56. TR-FRET MBNL1-His/biotin-(CUG)12 binding, 665/545 ratio. hit rate 0.036% among 280,000; active = well fitted inhibition curve with a large enough effect in the signal ratio, with a control signal flat, not every such curve was filed as active; inconclusive = small, poorly fitted or top-dose-only effect, or effect the other way, or a change in a side signal; inactive = no such curve, though single readings can be large or run the other way; the % refers to the signal ratio; note: potency is the fitted concentration of half-maximal effect; % is set by controls: 0 for no effect and ±100 for the full control effect
#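 Inhibition of protein-RNA binding appears as loss of TR-FRET between terbium anti-His antibody on MBNL1-His and streptavidin-XL665 on biotin-(CUG)12. Activity is normalized to buffer-only and uninhibited-complex controls.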
# Eya2 phos inh: blocks the phosphatase activity of human Eya2 | O00167 | recombinant Eya2, OMFP fluorescence dephosphorylation (OMFP is methylfluorescein phosphate) | AID 488837 | Potency, µM (doses to about 76.9 µM), without a hit: top-dose activity, negative = inhibition, hits mostly inhibitors | hit rate 0.006% among 330,000; note: potency is the fitted concentration of half-maximal effect; % is set by controls: 0 for no effect and ±100 for the full control effect
#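 Eya2 (0.2 uM) preincubated 10 min at ambient with compound, then OMFP substrate added at 50 uM; 10 min reaction in 50 mM HEPES pH 7.5, 50 mM NaCl, 5 uM MgCl2, 0.05% BSA, 1 mM DTT. Fluorescence read at Ex 485/Em 525 nm.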
# Menin MLL FP TR: displaces Texas Red mutant MLL peptide from human menin. O00255. Menin + Texas Red MLL mutant peptide, fluorescence polarization. Potency, µM (doses to about 61.6 µM), for inactives: at the highest dose FP activity change, negative = inhibition, hits mostly inhibitors. hit rate 0.23% among 270,000. AID 1768; active = well fitted inhibition curve with a large enough effect in the polarisation, with a control signal flat, not every such curve was filed as active; inconclusive = small, poorly fitted or top-dose-only effect, or effect the other way, or a change in a side signal; inactive = no such curve, though single readings can be large or run the other way; the % refers to the polarisation; note: potency is the fitted concentration of half-maximal effect; % of control where 0% means no effect; many of its hits are not listed in these tables
# GALK inhibitor: blocks human galactokinase activity; P51570; Purified GALK, Kinase-Glo residual ATP luminescence; Potency, µM (top dose mostly 57.5 µM), for inactives: at the highest dose activity change, negative = inhibition, hits mostly inhibitors; hit rate 0.007% among 270,000; note: potency is the fitted concentration of half-maximal effect; % is set by controls: 0 for no effect and ±100 for the full control effect
# Target sequence (P51570 whole entry, looked up): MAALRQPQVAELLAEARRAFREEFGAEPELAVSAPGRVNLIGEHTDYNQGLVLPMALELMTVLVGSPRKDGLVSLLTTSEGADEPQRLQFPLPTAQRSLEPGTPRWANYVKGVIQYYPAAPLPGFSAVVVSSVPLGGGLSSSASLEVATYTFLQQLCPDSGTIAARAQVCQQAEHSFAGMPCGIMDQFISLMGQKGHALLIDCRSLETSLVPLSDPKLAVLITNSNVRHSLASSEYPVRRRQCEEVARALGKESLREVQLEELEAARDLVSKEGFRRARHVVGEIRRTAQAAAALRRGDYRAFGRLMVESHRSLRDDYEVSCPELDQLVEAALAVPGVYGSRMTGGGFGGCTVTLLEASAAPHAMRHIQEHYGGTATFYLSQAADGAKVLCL
#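 Quantitative HTS: GALK 5 nM, ATP 35 uM, galactose 100 uM, 1 h room temperature, then luciferase-based ATP detection.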
# ASM inhibitor: human S-ASM enzyme inhibition | P17405 | placental ASM, HMU-PC fluorogenic substrate, 60 min | Potency, µM (doses to about 57.5 µM), inactives show at the top dose activity change, negative = inhibition, actives largely listed as inhibitors | hit rate 0.006% among 340,000; note: potency is the fitted concentration of half-maximal effect
#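 Human placenta-derived ASM preincubated with compound 10 min at room temperature, then reacted with 9 uM (final) fluorogenic HMU-PC substrate for 60 min at 37 C. Stop solution raises pH to 10; fluorescence read at Ex 386/Em 447 nm.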
# hERG WT inh: inhibitors of human wildtype KCNH2 potassium channel; Q12809; U2OS, BacMam KCNH2, thallium flux FluxOr; hits give low values; activity change, % at 1.84 µM; hit rate 0.37% among 340,000; AID 720551;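 active = maximum activity change below -70%; inconclusive = maximum activity change between -70% and -50%; inactive = maximum activity change above -50%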; note: % is set by controls: 0 for no effect and ±100 for the full control effect
#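 U2OS cells were transduced with wild-type KCNH2 virus (2.03 x 10^8 / mL) for 4 h at room temperature, then cultured overnight at 37 C. Thallium flux was read with FluxOr dye. Rate constants were normalized to DMSO controls.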
# USP2a inh: blocks human ubiquitin-specific protease USP2a. Potency, µM (titrated, usually from 38.3 µM), for the others: at the highest dose activity change, negative = inhibition, usual class: inhibitors. USP2 core, Ub-CHOP2 coupled fluorogenic reporter, 485/531. hit rate 0.01% among 330,000. O75604;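 note: potency is the fitted concentration of half-maximal effect; plate controls were DMSO wells for no effect and full inhibition by NEM control for full effect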
#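 Cell-free coupled assay: 10nM USP2 core preincubated 30min RT with compound in Tris-HCl pH 8.0/CaCl2/CHAPS buffer, then 25nM Ub-CHOP2 and 25nM reporter substrate; fluorescence (Ex 485/Em 531) read after 60min RT, normalized to NEM inhibition, concentration-response curves fitted.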
# TSHR antagonist: antagonists of human thyroid stimulating hormone receptor; TSHR-expressing cells, TSH-stimulated cAMP HTRF, 2 h; hits give low values; P16473; AID 504810; activity change, negative = inhibition, % at 11.5 µM; hit rate 0.2% among 330,000;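 active = activity change below a set negative limit, meaning inhibition stronger than a set level, cut at about -70% in these data; inconclusive = activity change between two set negative limits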; note: % is set by controls: 0 for no effect and ±100 for the full control effect
#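 TSHR-expressing cells, 200/well, pre-treated with compound, then stimulated with EC80 TSH (4nM final) for 2 hours at 37 deg C. cAMP measured by competitive HTRF: anti-cAMP cryptate antibody in lysis buffer plus cAMP-d2, read after 30 minutes at room temperature.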
# Active calls of the source: *; ? = inconclusive; / = no result given; [ ] = another dose, or the depositor's remark. Unless noted, calls come from the whole dose curve; as a rule, active = well fitted curve in the direction sought with a large enough effect; inconclusive = small, poorly fitted or top-dose-only effect, or another doubt; inactive = no such curve, though single readings can be large; an effect the other way counts as inactive or inconclusive. A portion of the library. The share of hits here may be higher or lower than overall.
SMILES,Chronic BCR inh,Mito fusion act,PKM2 act,MBNL1-CUG inh,Eya2 phos inh,Menin MLL FP TR,GALK inhibitor,ASM inhibitor,hERG WT inh,USP2a inh,TSHR antagonist
COC(=O)CNC(c1ccccc1)c1cc(Br)ccc1NC(=O)CNC(=O)OCc1ccccc1 (stereo not drawn),?,5%,-7%,-5%,1%,-6%,0%,-1%,-3,2%,-9
COc1ccc2oc(C(=O)NC(C)c3ccccn3)c(C)c2c1 (stereo not drawn),0%,/,/,/,3%,/,/,-10%,0,0%,15
O=C(NCC1OCCCN1S(=O)(=O)c1cc(F)ccc1F)C(=O)NC1CCCCCC1 (stereo not drawn),?,-3%,4%,/,15%,-4%,0%,5%,/,0%,-7
Cc1ccc(S(=O)(=O)Nc2ccccc2-c2ccccc2NS(=O)(=O)c2ccc(C)cc2)cc1,?,2%,-3%,-12%,7%,12%,-3%,-12%,-1,?,-1
CN(C(=O)COC(=O)c1cc(-c2ccccc2Cl)nc2ccccc12)C1CCS(=O)(=O)C1 (stereo not drawn),5%,-7%,2%,42%[activator],4%,9%,0%,0%,-10,0%,-1
FC(F)Oc1ccc(NC(=S)NC23CC4CC(CC(C4)C2)C3)cc1,-2%,16%,-8%,-2%,-2%,-9%,15%,-1%,-7,-5%,-31
Cc1cc(NS(=O)(=O)c2ccc(NC(=O)Nc3cccc(C(F)(F)F)c3)cc2)no1,?,-6%,-6%,-1%,-2%,?,-3%,-16%,1,3%,-21
CN(C)c1nc(N2CCN(c3ccccc3)CC2)c(C#N)c(=O)o1,2%,4%,0%,-8%,-16%,-7%,2%,0%,-1,-1%,0
O=S(=O)(c1cc(Br)c(Cl)s1)N1CCCC1,-7%,0%,-29%,-23%,-4%,/,/,5%,-3,0%,-78*
COc1cccc(OCc2cc(C(=O)NCCN3CCCCC3CO)no2)c1 (stereo not drawn),-5%,1%,2%,0%,2%,/,6%,-4%,38,-2%,-3
Cc1ccc(-n2ncc3c(=O)n(Cc4cccnc4)cnc32)cc1,0%,3%,-2%,4%,0%,-8%,8%,-3%,10,0%,-8
Cc1ccccc1N=Nc1c(N)n[nH]c1N,-11%,-5%,1%,?,5%,2%,-1%,-16%,-12,0%,-19
CC(=O)Nc1ccc(N(C(=O)CNC(=O)c2cccs2)C(C(=O)NC(C)(C)C)c2ccccc2)cc1 (stereo not drawn),1%,-1%,-1%,-5%,7%,6%,4%,3%,15,3%,0
COc1ccc(N2C(=O)C3CCCN3C2c2cccc(OC)c2OC)cc1 (stereo not drawn),-15%,-2%,-1%,-3%,19%,3%,1%,8%,0,0%,7
O=C(CNC(=O)c1ccccc1F)Nc1ccncc1,-8%,0%,/,/,-2%,/,/,3%,1,-1%,-7
CCn1cc(CN2CCN(CCc3ccccc3)C(CCO)C2)c(C)n1 (stereo not drawn),-23%,5%,3%,-28%,7%,-8%,-1%,1%,-3,1%,0
O=C(NCCc1csc(-c2cccnc2)n1)c1cccc(Cl)c1,3%,3%,2%,3%,1%,/,0%,0%,-5,-2%,-6
O=C(c1ccccc1C(=O)N(c1ccccc1)c1ccccc1)N1CCCCC1,3%,-1%,2%,8%,-5%,-1%,3%,1%,-9,1%,0
COc1ccc(S(=O)(=O)N2CCC(C(=O)N[C@@H](C)C(=O)NC3CC3)CC2)cc1,-2%,1%,/,-8%,-6%,-1%,1%,3%,1,-1%,5
CN=C(Nc1cccc(OC)c1)SC1CC(=O)N(c2ccc(C(=O)O)cc2)C1=O (stereo not drawn),-1%,-13%,0%,/,-4%,-1%,0%,0%,-17,4%,24
CC1(C)C(=O)Nc2ccccc2N1C(=O)CSc1nc(-c2ccccc2)cs1,?,-5%,-19%,-17%,-5%,-14%,-3%,-2%,4,-4%,47
CCOC(=O)/C(=N/Nc1ccccc1OC)N1CCCc2ccccc21,12%,11%,4%,-8%,6%,/,0%,-7%,34,5%,0
CC(=O)Nc1ccc(-c2nnc(SCC(=O)Nc3ccc4c(c3)oc3ccccc34)n2C)cc1,6%,3%,6%,-8%,-2%,?,-2%,2%,-2,3%,22
COc1cccc(OC)c1C(=O)NNS(=O)(=O)c1ccc2ccccc2c1,-7%,2%,/,10%,-15%,/,1%,0%,-3,4%,-5
CN(CC(=O)NCc1cccnc1)S(=O)(=O)c1ccccc1,-9%,2%,-1%,-8%,-2%,/,7%,2%,-15,2%,4
# Additional compounds
SMILES,Chronic BCR inh,Mito fusion act,PKM2 act,MBNL1-CUG inh,Eya2 phos inh,Menin MLL FP TR,GALK inhibitor,ASM inhibitor,hERG WT inh,USP2a inh,TSHR antagonist
Cc1ccc2nc(N/N=C/c3ccccc3F)nc(-c3ccccc3)c2c1,?,?,1%,-10%,0%,1%,1%,/,9,1%,10
Cc1c(Cl)c(=O)n2c(=O)c(Cl)c(C)n12,-2%,-1%,6%,25%,19%,5%,0%,/,-4,7%,-2
CCOc1ccc(NC(=O)CNC(=O)c2nn(-c3ccc(OC)c(OC)c3)c(=O)c3ccccc23)cc1,8%,1%,1%,43%[activator],-11%,20%,0%,-1%,3,2%,2
Cc1ccc(C)c(N2CN(CCC3=CCCCC3)CNC2=S)c1,-21%,-3%,-5%,/,2%,/,4%,4%,0,0%,-4
CN(CC(=O)Nc1ccc(OC(F)(F)F)cc1)C(=O)/C=C/c1cc2c(cc1[N+](=O)[O-])OCO2,?,-1%,/,/,2%,/,/,?,-3,0%,2
O=C(COC(=O)Cn1cnc2ccccc21)Nc1ccc2c(c1)C(=O)c1ccccc1C2=O,?,0%,0%,/,3%,?,0%,-11%,/,0%,8
COc1ccc(OC)c(NC(=O)CSc2ccc(-c3ccco3)nn2)c1,?,4%,3%,21%,-3%,/,-7%,-2%,4,-2%,0
COc1cccc(C(=O)CC(=O)C(=O)Nc2cccc([N+](=O)[O-])c2C)c1,-2%,11%,/,13%,13%,12%,-1%,-3%,-2,-2%,-1
N#C/C(=C\Nc1ccc(Cl)cn1)S(=O)(=O)c1ccccc1,5%,0%,16µM*,/,17%,/,-1%,7%,2,5%,-1
Cc1ccc(NC2c3ncccc3C(=O)N2c2ccccc2C)cc1C (stereo not drawn),0%,-1%,4%,-11%,8%,5%,-5%,-3%,-5,-1%,7
Oc1ccccc1/C=N/n1cnn(Cc2ccccc2Cl)c1=S,-4%,2%,1%,/,1%,-6%,-1%,5%,/,1%,0
CC(=O)NC(Cc1ccccc1)C(=O)NC1CCN(C(=O)NC2CCCCC2)CC1 (stereo not drawn),-2%,14%,4%,-8%,-7%,-10%,2%,1%,-8,-1%,6
CC(C)c1c(O)nc(SCC(=O)N2CCOCC2)[nH]c1=O,-7%,2%,0%,2%,-19%,1%,-1%,0%,-4,-1%,-3
O=C(NCC1CCCO1)c1coc2nc3ccccc3nc12 (stereo not drawn),?,2%,-4%,?,7%,?,2%,417%[activator],23,0%,5
c1ccc(-c2onc(-c3ccco3)c2-c2ccc3c(c2)OCO3)cc1,12%,3%,-1%,0%,-5%,?,/,5%,-5,1%,-9
CC1(C(=O)NC2CCCCCCC2)CCC(=O)N1CCN1CCOCC1 (stereo not drawn),-7%,2%,1%,9%,5%,-8%,-3%,0%,38,0%,2
COc1ccc(CCNC(=O)COc2ccccc2[N+](=O)[O-])cc1OC,-17%,5%,-2%,10%,-5%,/,5%,-2%,2,-1%,10
CCOC(=O)c1cnc2c(C)cccc2c1NCCc1ccc(OC)c(OC)c1,?,6%,5%,-1%,-21%,-2%,0%,23%,6,-1%,-10

# Screening results from PubChem.
